Assay outcomes from PubChem.
Glioma ERSR ind – inducers of ER stress response in human glioma cells; 420,000 compounds, 0.02% hits; U87-MG GRP78 promoter luciferase reporter, 16 h; Potency, µM, for the others: at the top dose activation, usual class: activators; AID 602332; also: potency is read from the fitted curve at half-maximal effect; series mostly up to about 76 µM; % of control where 0% means no effect; nearly all actives have a fitted effect of over 35% in size
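Stably transfected U87-MG human glioma cells carrying a GRP78-based luminescent sensor were seeded at 1000 cells/well, pin-dosed with compounds and incubated 16 h. Luciferase reagent was then added, and end-point luminescence was read after 10 min at room temperature.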
LDHA block – inhibitors of human lactate dehydrogenase A. P00338. purified LDHA, NADH/diaphorase-resazurin fluorescence; hits give low values. activity change, % (values are at about 110 or 230 µM). 480,000 compounds, 0.15% hits. AID 1347041; in the data active = activity change below about -30%; inconclusive = mostly about -25% to -30%;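 also: plate controls were DMSO wells for no effect and wells without enzyme for full effect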
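LDH5 2 nM; NADH 0.06 mM, pyruvate 0.2 mM; 200 mM Tris pH 7.4, EDTA, Tween-20; 5 min RT. Detection: diaphorase 0.133 mg/mL + resazurin 37 µM, fluorescence ex540/em590 at 0 and 20 min; normalized to enzyme-free and DMSO wells.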
ERG-DNA inh – ERG Ets/DNA interaction inhibition | Potency, µM (doses to about 76.9 µM), for the others: top-dose FP activity, negative = inhibition, most hits filed as inhibitors | fluorescence polarization, His-ERG Ets domain / labelled DNA | 370,000 compounds, 0.028% hits | AID 624246; active = well fitted inhibition curve with a large enough effect in the polarisation, with a control signal flat; inconclusive = small, poorly fitted or top-dose-only effect, or effect the other way, or a change in a side signal; inactive = no such curve, though single readings can be large or run the other way; the % refers to the polarisation;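 also: polarization taken with two DNA probes labelled with fluorescein and Texas red; potency is read from the fitted curve at half-maximal effect; % of control where 0% means no effect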
Target sequence (P11308 whole entry, looked up, the tested form may be a part): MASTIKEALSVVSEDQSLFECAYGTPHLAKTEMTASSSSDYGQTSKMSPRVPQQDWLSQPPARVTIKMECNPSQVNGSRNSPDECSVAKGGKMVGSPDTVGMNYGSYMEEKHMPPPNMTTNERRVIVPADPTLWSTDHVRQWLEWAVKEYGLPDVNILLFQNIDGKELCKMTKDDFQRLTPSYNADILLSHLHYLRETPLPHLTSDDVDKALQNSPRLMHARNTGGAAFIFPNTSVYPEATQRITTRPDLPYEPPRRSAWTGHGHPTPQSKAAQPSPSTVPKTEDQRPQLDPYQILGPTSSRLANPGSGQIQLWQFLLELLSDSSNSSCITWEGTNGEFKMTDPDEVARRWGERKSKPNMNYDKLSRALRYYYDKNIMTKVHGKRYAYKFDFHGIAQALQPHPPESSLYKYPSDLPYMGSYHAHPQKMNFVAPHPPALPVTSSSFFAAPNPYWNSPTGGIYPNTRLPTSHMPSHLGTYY
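His-tagged ERG Ets domain (1 uM in the protein solution; 300mM KCl, 50mM Tris-HCl, 1mM EDTA, 1mM DTT, pH 7.5) received compound, then a probe mix of 5 nM fluorescein-DNA and 100nM Texas-615-DNA. Fluorescence polarization was read for both dyes.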
D2 agonist – D2 dopamine receptor (human) agonism; HEK293 T-REx D2 cells, calcium flux agonist mode; activation, % at 2 µM; 340,000 compounds, 0.53% hits;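 active = activation over 3 SD above normal in the single-dose calcium agonist read, cut at about 30% in these data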; also: 0% is about no effect
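Agonism is scored from calcium flux in a force-coupled, inducible HEK293 cell line expressing D2, read kinetically for 180 s after compound addition against dopamine controls.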
Vif-A3G inh – blocks the Vif interaction with human APOBEC3G | Q9HC16 | HeLa A3G-eYFP + Vif (tagged APOBEC3G with the HIV-1 protein that degrades it), YFP fluorescence, overnight | Potency, µM (titrated, usually from 46.1 µM), for inactives: top-dose activity, negative = active, hits mostly inhibitors | 410,000 compounds, 0.076% hits;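 also: potency is read from the fitted curve at half-maximal effect; % is scaled to controls: 0 for no effect and ±100 for the full control effect; nearly all actives have a fitted effect of over 60% in size; hits raise eYFP signal because A3G escapes Vif-driven loss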
Target sequence (Q9HC16 whole entry, looked up): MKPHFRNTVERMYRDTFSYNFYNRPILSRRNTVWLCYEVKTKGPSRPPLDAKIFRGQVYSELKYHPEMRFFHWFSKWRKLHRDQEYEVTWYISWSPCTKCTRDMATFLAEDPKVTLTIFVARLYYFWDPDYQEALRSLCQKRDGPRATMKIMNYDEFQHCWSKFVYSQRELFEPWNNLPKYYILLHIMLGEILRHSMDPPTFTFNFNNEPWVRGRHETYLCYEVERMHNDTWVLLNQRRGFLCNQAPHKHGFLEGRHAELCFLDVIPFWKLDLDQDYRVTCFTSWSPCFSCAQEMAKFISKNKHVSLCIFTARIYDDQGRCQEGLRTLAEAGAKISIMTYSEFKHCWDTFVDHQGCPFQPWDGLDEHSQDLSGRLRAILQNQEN
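Read-out is eYFP fluorescence (Ex 488/Em 500-530) from Vif-expressing HeLa A3G-eYFP cells; more signal means A3G escaped Vif-mediated degradation. Cells plated overnight, compound pinned in, incubated overnight at 37 deg C.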
RGS4 inhibitor – human RGS4 inhibition. Transcreener GDP fluorescence polarization, RGS4-accelerated GTP hydrolysis. AID 504845. 390,000 compounds, 0.039% hits. Potency, µM (top dose mostly 114 µM), for the others: at the top dose activity change, negative = inhibition, usual class: inhibitors; also: potency is read from the fitted curve at half-maximal effect; % is scaled to controls: 0 for no effect and ±100 for the full control effect; nearly all actives have a fitted effect of over 75% in size; some results filed as inactive show a strong effect at the top dose
Target sequence (P49798 whole entry, looked up): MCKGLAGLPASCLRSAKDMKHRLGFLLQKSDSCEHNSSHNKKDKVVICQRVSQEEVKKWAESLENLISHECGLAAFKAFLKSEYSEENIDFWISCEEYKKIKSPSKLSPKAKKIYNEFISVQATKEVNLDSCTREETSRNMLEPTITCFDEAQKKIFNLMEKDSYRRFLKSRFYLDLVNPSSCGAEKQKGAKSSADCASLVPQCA
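MLSMR compounds (23 nl, pin-transferred) preincubated 10 min at room temperature with a 500nM (2x) first reagent, then RGS4 at 900nM (2x) plus Transcreener GDP mix added; fluorescence polarization (620/688 nm) read before and after 90 min at 30 °C.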
D2 antag – antagonists of human D2 dopamine receptor. HEK293 TREx D2 cells, calcium flux, dopamine EC80. P14416. 340,000 compounds, 2% hits. inhibition, % at 10 µM; in the data active = inhibition above about 30%; also: 0% is about no effect
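Tetracycline-induced HEK293 T-REx cells expressing D2 force-coupled to calcium signalling were dye-loaded, exposed to compound for 180 s, then challenged with an EC80 of dopamine; calcium flux was followed kinetically for a further 180 s.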
12-LOX inh – inhibitors of human 12S-lipoxygenase ALOX12. P18054. purified 12hLO, xylenol orange hydroperoxide absorbance. Potency, µM (titrated, usually from 108 µM), for inactives: top-dose activity change, negative = inhibition, usual class: inhibitors. 580,000 compounds, 1.1% hits; also: potency is read from the fitted curve at half-maximal effect; % is scaled to controls: 0 for no effect and ±100 for the full control effect
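Purified human 12hLO (150 nM final) in 25 mM Hepes, 0.01% Triton X-100, pH 7.0 was preincubated 15 min at room temperature with compound. Then 40 uM arachidonic acid was added, 30 min. Hydroperoxide was read by Fe-XO absorbance ratio 573/405 nm.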
Vif-A3F inh – Vif-A3F binding inhibition | Potency, µM (series often up to 46.1 µM), inactives show top-dose activity, negative = active | HeLa A3F-eYFP + Vif (tagged APOBEC3F with the HIV-1 protein that degrades it), YFP fluorescence increase | 390,000 compounds, 0.2% hits; also: potency is read from the fitted curve at half-maximal effect; % of control where 0% means no effect; nearly all actives have a fitted effect of over 65% in size
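HeLa cells stably expressing Vif plus C-terminally eYFP-tagged A3F were seeded, incubated overnight at 37 deg C, dosed with compound, incubated overnight again at 37 deg C. Yellow fluorescence (Ex 488/Em 500-530) reported blocked Vif-mediated A3F-eYFP degradation.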
Starred values were filed as active, the others as inactive; ? = inconclusive; . = no result given; [ ] = another dose, or the depositor's remark. Unless noted, calls follow the shape of the dose curve; as a rule, active = well fitted curve in the direction sought with a large enough effect; inconclusive = small, poorly fitted or top-dose-only effect, or another doubt; inactive = no such curve, though single readings can be large; an effect the other way counts as inactive or inconclusive.

mol,RGS4 inhibitor,Vif-A3F inh,ERG-DNA inh,LDHA block,D2 antag,Vif-A3G inh,Glioma ERSR ind,D2 agonist,12-LOX inh
CCc1ccc(N(CC)C(=O)c2ccc3c(=O)n4c(nc3c2)CCCCC4)cc1,-34%,.,-4%,-4,.,.,.,0.7,?
Cc1ccc(C(=O)CCC(=O)Nc2ncccc2O)cc1,-34%,2%,-4%,20,-18,0%,5%,0.6,-8%
Cc1ccc(S(=O)(=O)NCCCCCC(=O)NC(C)(C)CO)cc1,-21%,-10%,-14%,0,-11,0%,-1%,0.7,-19%
O=C(NCCc1ccccc1)C1CC(=O)N(C2CCCCCC2)C1 (stereo not drawn),-1%,-2%,.,2,-2,5%,-1%,0.6,14%
NC(Cc1ccc(Cl)cc1)c1csc(Nc2cc(Oc3ccccc3)ncn2)n1 (stereo not drawn),.,.,.,-12,.,2%,-12%,.,-17%
Cc1ncc([N+](=O)[O-])n1CCOC(=O)C12CC3CC(CC(C3)C1)C2,-15%,-9%,6%,-1,2,-1%,-5%,-0.5,-1%
O=C(NCCS(=O)(=O)N1CCN(c2ccc(F)cc2)CC1)c1cc(=O)c2ccccc2o1,-1%,-19%,-3%,1,.,7%,0%,0.5,2%
CCN(CC)CCN1CCN(c2cnc(C)cn2)CC1,.,.,.,-2,.,-4%,2%,.,6%
Clc1cc(-c2ccccc2)nc(-c2ccccc2)n1,11%,-1%,0%,1,.,-5%,-2%,.,0%
O=C(O)c1cc(-c2ccc(/C=N/Nc3ccc([N+](=O)[O-])cn3)o2)ccc1Cl,?,2%,4%,-8,-5,1%,0%,2.1,-29%
CCN1C(=O)c2cccc3c(Cl)ccc1c23,38%,3%,8%,2,-9,-1%,5%,0.0,10%
NC(=O)c1cc(C(=O)Cc2ccc(Cl)cc2)c[nH]1,3%,9%,4%,-4,-14,8%,4%,-1.4,-13%
OC(COc1c(F)cc(Br)cc1F)CN1CCc2ccccc2C1 (stereo not drawn),5%,-11%,3%,1,65*,3%,-2%,-0.6,?
Cc1cccc(N(CC(=O)NCc2ccccc2)S(C)(=O)=O)c1C,13%,-2%,3%,-6,.,2%,3%,.,-1%
Cc1cccc(N2CCN(C(=O)c3ccc(CS(=O)(=O)c4ccccc4C)o3)CC2C)c1 (stereo not drawn),35%,-18%,-6%,0,-10,2%,-5%,-2.9,-6%
CN(Cc1ccccc1)C(=O)c1ncn(C)c1C(=O)N(C)Cc1ccccc1,-13%,3%,11%,-4,-17,-1%,-2%,-0.6,?
CC(C)c1ccc(C(C(=O)NC2CCCCC2)N(C(=O)c2ccccn2)c2cccnc2)cc1 (stereo not drawn),14%,10%,15%,-2,8,-4%,-2%,0.0,3%
CCCCCCCC1c2c(c(C)c(C)oc2=O)Oc2c(C)c(C)oc(=O)c21,-5%,1%,1%,-3,.,3%,-3%,.,-27%
O=C(COc1ccc(S(=O)(=O)NCc2ccccc2)cc1Cl)NCC1CCCO1 (stereo not drawn),11%,-7%,.,-12,.,1%,-4%,.,2%
O=C(CN1C(=O)C2CC=CCC2C1=O)OCCN1C(=O)c2ccccc2C1=O (stereo not drawn),21%,7%,4%,1,-13,-1%,1%,0.8,4%

mol,RGS4 inhibitor,Vif-A3F inh,ERG-DNA inh,LDHA block,D2 antag,Vif-A3G inh,Glioma ERSR ind,D2 agonist,12-LOX inh
CN(Cc1ccccc1F)C(=O)c1ccc(NC(=O)CC2SC(N3CCCCC3)=NC2=O)cc1 (stereo not drawn),0%,1%,5%[15.4 µM],2,.,-5%,2%,.,10%
N#Cc1c(-c2ccccc2)cc2nc3ccccc3n2c1N,8%,-29%,0%,-7,-18,3%,4%,-0.1,-9%
O=C(c1cnc2n(c1=O)CCS2)N1CCN(c2ccc([N+](=O)[O-])cc2)CC1,1%,8%,-3%,-2,-6,2%,-4%,-0.7,4%[57.4 µM]
Cc1[nH]n2c(=O)c3c(nc2c1-c1cccc2ccccc12)CCC3,-18%,-1%,1%,0,11,-1%,-6%,0.3,38%[activator]
O=C(Cn1cc([N+](=O)[O-])cn1)Nc1cccnc1,-5%,2%,-18%,1,14,-2%,-5%,0.4,15%
CCCCNC(=O)C1(C)CCN1C(=O)c1ccc2c(c1)C(C)(C)CCC2(C)C (stereo not drawn),.,.,.,1,.,-3%,-1%,.,27%
Cc1ccc(CCNS(=O)(=O)c2ccc(C)cc2)cc1,2%,-7%,6%,0,-4,-6%,1%,-0.4,-23%
NC(=O)NCc1ccccc1Cl,-5%,2%,-11%,-11,-5,0%,-5%,0.4,-7%
CC(C)CNC(=O)c1cc(-c2ccco2)on1,6%,-12%,-3%,-8,13,0%,6%,-0.6,16%
Cc1ccccc1OCCC(=O)N1CCN(S(=O)(=O)c2ccc(Br)cc2)CC1,-21%,15%,-3%,1,55*,-3%,-2%,-0.7,-5%
CCOC(=O)CN(C(=O)CSc1nnnn1C)c1ccccc1,-14%,-6%,1%,2,.,3%,1%,.,1%
O=S(=O)(Nc1cccc(Oc2cnccn2)c1)c1ccc(F)cc1,-12%,-8%,8%,-4,1,0%,-2%,-0.2,0%
CC(=O)N1CCN(S(=O)(=O)c2ccc(S(=O)(=O)NCC(C)C)cc2)CC1,32%,0%,-4%,-4,-7,3%,-2%,0.3,.
CC(=O)Nc1ccc(Cl)cc1-c1ccccc1,-5%,-4%,7%,11,.,-1%,-3%,.,-7%
Cc1nnc(N2CCC(C(=O)NCCc3ccccc3)CC2)c2nn(-c3ccccc3)c(C)c12,7%,-13%,-7%,5,.,2%,2%,-0.1,-28%
CCOCCCNc1ccc(N2C(=O)C3CCCCC3C2=O)cc1[N+](=O)[O-] (stereo not drawn),3%,4%,3%,-5,0,1%,-1%,0.1,1%
CCOC(=O)C1CC(c2ccc(Cl)cc2)=NNC1=O (stereo not drawn),-12%,13%,7%,1,-16,-1%,-3%,0.8,2%
COc1ccc(NCc2cc(=O)[nH]c3ccccc23)cc1,?,0%,7%,7,6,-1%,-2%,-0.5,?
COC(=O)C1CCN(C(=O)COC(=O)CNS(=O)(=O)c2ccc(SC)c([N+](=O)[O-])c2)CC1,-11%,-9%,-6%,-9,11,2%,10%,1.1,?
COc1ccc(C2=NN(c3nc(C)cc(C)n3)C(=O)C2)cc1,-20%,-6%,5%,7,-16,-5%,-2%,-0.7,-1%

mol,RGS4 inhibitor,Vif-A3F inh,ERG-DNA inh,LDHA block,D2 antag,Vif-A3G inh,Glioma ERSR ind,D2 agonist,12-LOX inh
Cc1c(C(=O)OCC(=O)N2CC(C)OC(C)C2)oc2ccc(Br)cc12 (stereo not drawn),-10%,0%,4%,-2,-2,1%,-5%,0.0,-21%
O=C(CN1C(=O)c2cccnc2Oc2ccc(Cl)cc21)N1CCOCC1,1%[11.4 µM],1%,-9%,-2,2,0%,-5%,-0.1,0%
COc1cccc(N2CCN(C(=O)c3oc4ccccc4c3NC(=O)CCc3cc(OC)no3)CC2)c1,10%,0%,0%,0,-5,0%,-6%,0.0,-31%
CCN(CC)c1ncnc2scc(C3COc4ccccc4O3)c12 (stereo not drawn),13%,0%,-4%,6,-6,-5%,-7%,0.7,-28%
CC(Nc1cc(N2CCCC2)ccc1[N+](=O)[O-])c1ccccc1 (stereo not drawn),-11%,-5%,-7%,-4,6,1%,-5%,1.1,-1%
Brc1cccc(CN2CCCCCC2)c1,7%,-2%,-2%,-16,-2,-11%,-2%,-0.8,.
COc1ccccc1N1CCN(C(=O)COc2ccc(Cl)cc2)CC1,4%,-3%,-5%,2,-31,1%,1%,-0.4,5%
COc1ccc(OCC(=O)Nc2ccncc2)cc1,27%,2%,5%,-9,0,-3%,-5%,3.2,0%
O=C(CSc1nnc(-c2cccnc2)n1Cc1ccco1)N1c2ccccc2Sc2ccccc21,-22%,-5%,0%,0,-13,0%,-2%,0.0,32µM*
CCn1c(=O)c2sccc2n2c(CCC(=O)Nc3cc(C)cc(C)c3)nnc12,3%,-4%,-2%,-8,.,-4%,-4%,-1.2,-13%
CCN(CC(=O)Nc1ccc2c(c1)OCCO2)C(=O)/C=C/c1ccc([N+](=O)[O-])cc1,-12%,6%,-14%,-6,25,-1%,-1%,-0.3,0%
CCn1c2ccccc2c2cc(Nc3cc(C)nc4ncnn34)ccc21,11%,?,1%,-12,4,-47%,-7%,-2.2,0%
Cn1ncc(Br)c1N1C(=O)CCC1=O,11%,0%,2%,-7,2,2%,-7%,1.6,438%[activator]
O=C(CSc1nnc(CNC(=O)c2c(F)cccc2F)o1)NCc1ccc2c(c1)OCO2,.,0%,.,-9,.,2%,1%,.,-3%
O=C(CCc1ccc(S(=O)(=O)N2CCOCC2)cc1)N/N=C/c1ccc(F)cc1F,-5%,9%,10%,-2,-12,-7%,-5%,0.2,0%

Some of the entries so far, with values under each structure:
Under each structure: RGS4 inhibitor | Vif-A3F inh | ERG-DNA inh | LDHA block | D2 antag | Vif-A3G inh | Glioma ERSR ind | D2 agonist | 12-LOX inh
CN(Cc1ccccc1)C(=O)c1ncn(C)c1C(=O)N(C)Cc1ccccc1
→ -13% | 3% | 11% | -4 | -17 | -1% | -2% | -0.6 | ?
CC(C)c1ccc(C(C(=O)NC2CCCCC2)N(C(=O)c2ccccn2)c2cccnc2)cc1 (stereo not drawn)
→ 14% | 10% | 15% | -2 | 8 | -4% | -2% | 0.0 | 3%

An excerpt (hit frequency here may not be typical).
